Bioassay records: PubChem, National Center for Advancing Translational Sciences (NCATS)
TrxR1 substrate – is turned over as a substrate by rat TrxR1; O89049; purified TrxR1 substrate turnover, NADPH consumption readout; Potency, µM (top dose mostly 114 µM), without a hit: top-dose activity change, negative = substrate turnover; 0.01% of 390,000 active; note: potency is the fitted concentration of half-maximal effect; % is set by controls: 0 for no effect and ±100 for the full control effect; nearly all actives have a fitted effect of over 50% in size
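Rat TrxR1, dispensed at 90 nM, was prereduced with 400 uM NADPH (final) for 5 min at ~22 deg C, then incubated with compound 15 min before 400 uM selenite. A first-read NADPH fluorescence drop versus no-compound background flagged substrates.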
PI4K2A inh – blocks human PI4K2A kinase activity. activity change, negative = inhibition, % at 76.9 µM. 0.13% of 420,000 active. purified PI4K2A, ADP-Glo luminescence, 1 h; hits give low values. Q9BTU6; in the data active = activity change below about -50%; inconclusive = mostly about -30% to -49%;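 note: -100% = wells without enzyme as full effect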
Target sequence (Q9BTU6 whole entry, looked up): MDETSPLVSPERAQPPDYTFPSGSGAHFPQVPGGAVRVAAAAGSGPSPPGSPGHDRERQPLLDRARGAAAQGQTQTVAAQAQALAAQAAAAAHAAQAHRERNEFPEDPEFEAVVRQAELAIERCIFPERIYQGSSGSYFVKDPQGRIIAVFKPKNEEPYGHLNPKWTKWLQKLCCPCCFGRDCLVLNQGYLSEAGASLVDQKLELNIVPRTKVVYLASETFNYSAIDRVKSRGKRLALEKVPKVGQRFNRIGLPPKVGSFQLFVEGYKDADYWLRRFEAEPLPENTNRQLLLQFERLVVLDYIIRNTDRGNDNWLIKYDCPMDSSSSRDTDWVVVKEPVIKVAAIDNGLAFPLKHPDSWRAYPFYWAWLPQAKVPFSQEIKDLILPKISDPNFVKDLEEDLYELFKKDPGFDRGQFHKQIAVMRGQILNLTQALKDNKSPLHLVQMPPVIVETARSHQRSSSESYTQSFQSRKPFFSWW
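ADP-Glo luminescence measured ADP generated by PI4K2A enzyme (4 ug/mL before mixing) with 1.2 mM PI substrate (pre-mix) and 300 microM ATP (pre-mix). Tris pH7.5 buffer with MgCl2, Triton X-100; 1 h reaction at ambient temperature.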
TRHR PAM – allosteric enhancers of human TRH receptor. P34981. TRHR cells, fluo-8 calcium fluorescence, EC20 TRH enhancement. enhancement, % at 2 µM. 0.66% of 360,000 active. AID 493056; in the data active = enhancement above about 30%; note: 0% is about no effect
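TRHR-expressing cells loaded with fluo-8 calcium dye were read kinetically (ex 480/em 530) during compound addition, then stimulated with an EC20 of TRH (10 nM final). Enhancement of the Gq-mediated intracellular calcium response was scored.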
USP1-UAF1 inh – USP1/UAF1 (human) deubiquitinase inhibition; Potency, µM (series often up to 57.1 µM), without a hit: at the highest dose activity change, negative = inhibition, actives largely listed as inhibitors; 0.23% of 390,000 active; AID 743255; O94782; recombinant USP1/UAF1, Ub-Rhodamine cleavage fluorescence; note: potency is the fitted concentration of half-maximal effect; % is set by controls: 0 for no effect and ±100 for the full control effect; nearly all actives have a fitted effect of over 60% in size; inactives centre near -12
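High-throughput fluorogenic screen: 1nM USP1/UAF1 complex, Ub-Rho substrate 150nM final, 50mM HEPES pH 7.8 with 0.5mM EDTA, 0.1 mg/ml BSA, 1mM TCEP and 0.01% Tween-20.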
D2 antagonist – antagonists of human D2 dopamine receptor; P14416; HEK293 TREx D2 cells, calcium flux, dopamine EC80; inhibition, % at 10 µM; 2% of 340,000 active; in the data active = inhibition above about 30%; note: 0% is about no effect
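Inhibition of EC80 dopamine-driven calcium flux, recorded kinetically, defines activity here; cells are a tetracycline-induced HEK293 T-REx line expressing force-coupled D2.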
TrxR1 inh – rat TrxR1 inhibition. O89049. recombinant rTrxR1, NADPH fluorescence consumption, selenite substrate. Potency, µM (top dose mostly 114 µM), inactives show at the highest dose activity change, negative = inhibition, hits mostly inhibitors. 1% of 390,000 active. AID 588453; note: potency is the fitted concentration of half-maximal effect; % is set by controls: 0 for no effect and ±100 for the full control effect; nearly all actives have a fitted effect of over 65% in size
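Rat TrxR1 (90 nM in the dispensed reagent) was pre-reduced with 400 uM NADPH for 5 min at room temperature, then incubated with compound for 15 min. After 400 uM selenite was added, NADPH fluorescence (Ex 340/Em 450 nm) was followed for 8 min.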
IDH1 R132H inh – human IDH1 R132H inhibition; O75874; IDH1-R132H enzyme, NADPH consumption, diaphorase/resazurin fluorescence; Potency, µM (titrated, usually from 76.6 µM), without a hit: at the highest dose activity change, negative = inhibition, most hits filed as inhibitors; 0.093% of 390,000 active; AID 602179; note: potency is the fitted concentration of half-maximal effect; % is set by controls: 0 for no effect and ±100 for the full control effect; nearly all actives have a fitted effect of over 65% in size
Target sequence (O75874 whole entry R132H, stated change not applied): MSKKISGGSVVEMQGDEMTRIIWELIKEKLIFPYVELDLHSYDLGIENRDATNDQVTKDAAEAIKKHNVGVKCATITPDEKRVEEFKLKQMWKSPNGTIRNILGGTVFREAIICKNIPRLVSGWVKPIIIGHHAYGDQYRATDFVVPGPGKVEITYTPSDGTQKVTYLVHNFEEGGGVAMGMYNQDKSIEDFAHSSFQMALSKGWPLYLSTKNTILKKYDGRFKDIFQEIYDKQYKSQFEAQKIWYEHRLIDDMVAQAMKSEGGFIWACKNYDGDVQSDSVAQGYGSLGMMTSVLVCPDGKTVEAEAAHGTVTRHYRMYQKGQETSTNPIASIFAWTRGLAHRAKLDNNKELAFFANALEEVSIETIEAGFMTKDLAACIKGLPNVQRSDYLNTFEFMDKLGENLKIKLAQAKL
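IDH1-R132H (0.5 ug/mL) preincubated 30 min with compound, then NADPH (0.016 mM) and alpha-KG (2 mM) added; 80 min at RT, pH 7.5. Remaining NADPH coupled via diaphorase/resazurin to fluorescence (540/590 nm); concentration-response curves normalized to no-enzyme control.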
TRHR ag – TRH receptor (human) agonism; activation, % at 2 µM; P34981; 0.18% of 360,000 active; TRHR cells, calcium flux fluo-8, FDSS agonist mode; AID 493084; in the data active = activation above about 30%; note: 0% is about no effect
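Steps: seed TRHR cells overnight; add fluo-8 no-wash Ca dye, RT 30 min–1.5 h; record 10 s baseline; pin-transfer compounds; monitor fluorescence 1 cycle/s for the agonist window. Calcium increases flag candidate agonists.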
D2 agonist – agonists of human D2 dopamine receptor; P14416; HEK293 T-REx D2 cells, calcium flux agonist mode; activation, % at 2 µM; 0.53% of 340,000 active;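 active = activation over 3 SD above normal in the single-dose calcium agonist read, cut at about 30% in these data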; note: 0% is about no effect
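Tetracycline-induced HEK293 Trex cells with D2 receptor force-coupled to calcium signaling, plated overnight at 30 C and loaded with no-wash calcium dye. Calcium flux read kinetically for 180 s after compound addition; responses flag agonists.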
* marks the source's active call; other numbers are inactive results; ? = inconclusive; nt = not tested or not shown; [ ] = another dose, or the depositor's remark. Unless noted, calls come from the whole dose curve; as a rule, active = well fitted inhibition curve with a large enough effect; inconclusive = small, poorly fitted or top-dose-only effect; inactive = no such curve, though single readings can be large or run the other way.

Value order: TrxR1 substrate, PI4K2A inh, TRHR PAM, USP1-UAF1 inh, D2 antagonist, TrxR1 inh, IDH1 R132H inh, TRHR ag, D2 agonist
> CC(C)OCCCNC(=O)c1ccc(NC(=O)C2CCCO2)cc1 (stereo unspecified)
→ 7%[57.1 µM], -2, -3, -14%, -8, 6%[57.1 µM], 2%, 1.5, 1.3
> CCN(CC)C(=O)c1ccc(CS(=O)(=O)c2ccc(OC)cc2)o1
→ 0%, 2, 5, -19%, 17, -18%, 10%, 0.8, 0.1
> COc1ccc(C(=O)C(Cc2cc(C(C)=O)ccc2OC)N2CCCC2)cc1 (stereo unspecified)
→ 5%, 6, 1, -21%, -4, -18%, 4%, 1.0, 0.8
> O=C(N/N=C/c1ccc([N+](=O)[O-])cc1)c1cc2ccccc2o1
→ 1%[57.1 µM], -2, -2, -10%, -2, 5%[57.1 µM], 4%, -0.1, 0.2
> COc1ccc(C(=O)C(C)OC(=O)c2sc(C)nc2C)cc1 (stereo unspecified)
→ 2%, 4, 5, -22%, 31*, 12%, 0%, -0.5, 0.1
> CN(Cc1ccccc1)C(=O)c1ccccc1NC(=O)C1CC1
→ 7%[57.1 µM], 1, 1, -15%, -20, 8%[57.1 µM], 0%, 0.4, 0.6
> CC(=O)c1cccc(NS(=O)(=O)c2c(C(=O)N3CCOCC3)c(C)n(C)c2C)c1
→ 4%, -16, -2, -4%, 2, 12%, -7%, -0.4, -1.5
> C/C(=N\Nc1nnc(C)c(=O)[nH]1)C(=O)O
→ 10%, -2, -1, -10%, 0, 18%, 2%, 0.7, 1.0
> Cc1ccc(/C=C/C(=O)C2C(=O)c3ccccc3C2=O)cc1
→ 7%, -4, -7, -27%, -13, 17%, 0%, -0.2, 1.2
> COc1cc(OC)cc(-c2c(-c3cccs3)c3cc(-c4cnc(N)nc4)ccc3n2C)c1
→ 28%, -4, nt, -28%, nt, 22%, 3%, nt, nt
> Cn1c(=O)n(C)c2cc(N3CCOCC3)c(NC(=O)c3ccc(F)cc3)cc21
→ -1%, -1, 32*, -18%, -19, 8%, -11%, 0.2, -0.4
> O=C(Cc1ccc(S(=O)(=O)N2CCOCC2)s1)NCCc1ccc(F)cc1
→ 3%, 7, 4, -14%, -14, 2%, 3%, -0.3, 0.1
> O=C1CSC(=Nc2ccccc2)N1
→ 14%[57.1 µM], 4, 0, -5%, -30, 17%[57.1 µM], 6%, 0.0, 0.1
> [O-][n+]1cccc2c(Br)cc(Br)c(O)c21
→ -4%, -11, -2, ?, 0, ?, 1%, 0.2, -0.4
> CCCN(CCC)CCCNC(=O)c1cn(-c2ccc(OC)cc2)c(=O)c2ccccc12
→ 0%, 0, 2, -18%, -7, 3%, 0%, 0.6, 0.2
> CCC(C)c1ccccc1NC(=O)CN(CC)CC(=O)Nc1ccc2c(c1)OCCO2 (stereo unspecified)
→ -9%, -1, nt, -21%, nt, 0%, 2%, nt, nt
> Cc1ccc(-n2c(C)nc3c(cnn3-c3ccccc3)c2=O)cc1
→ 7%[57.1 µM], -6, 12, -18%, nt, 16%[57.1 µM], 11%, 0.5, -0.7
> Cn1c(=O)n(Cc2ccccc2F)c(=O)c2c1nc1n2CCN1Cc1ccco1
→ -7%[57.1 µM], 2, -3, -20%, 2, 22%[57.1 µM], 7%, -3.8, -0.8
> CCn1nnc(NC(=O)CSc2ccc(Cl)cc2)n1
→ 6%, -5, 9, 13%, -5, 19%, 3%, 0.0, -0.3
> CCc1cc2ccc(C)cc2nc1SCC(=O)c1ccc(NC(C)=O)cc1
→ 3%, 0, -1, ?, 9, 16%, -1%, 2.8, 1.1
> CC(C)(C)C(=O)NNC(=O)c1cnccn1
→ 3%, -1, 3, -13%, -16, 22%, -7%, -0.4, -0.4
> O=C(Nc1ccc(F)cc1F)Nc1sccc1-c1nc2ccccc2s1
→ 0%, -4, -8, -26%, 7, 7%, 21%, 0.3, 1.4
> O=c1c2c(n3nnnc3n1-c1ccccc1)-c1ccccc1CC21CCCC1
→ 5%[57.1 µM], -9, -3, -2%, -6, 0%, -1%, 0.4, -0.5
> Cc1cc(OCC(=O)Nn2cnnc2)c(C)cc1Br
→ -9%, 3, -12, -4%, 0, 14µM*, 12%, 0.2, 0.8
> Cc1ccc(S(=O)(=O)NCC2CCC(C(=O)N3CCOCC3)CC2)cc1 (stereo unspecified)
→ 5%, -2, -4, -23%, nt, 17%, 0%, -0.2, nt
> COCCNc1cnn(-c2ccccc2)c(=O)c1Cl
→ 2%, -2, 2, -9%, 3, -3%, 5%, 0.5, 0.4
> Cc1ccc(C(=O)Nc2nc(C)c(C(=O)Nc3ccc4c(c3)CCC4)s2)cc1
→ 36%[activator], -13, 5, -27%, 2, 109%[activator], -11%, 0.2, -0.5
> S=c1[nH]nc(-c2ccccc2)n1/N=C/c1ccc(-c2ccccc2Cl)o1
→ -10%, -5, 0, -23%, 3, -11%, -9%, -0.4, -0.9
> CCN(CC)c1ccc(NC(=O)COCc2cc(-c3ccc4c(c3)OCO4)on2)c(C)c1
→ -5%, 1, -9, -19%, nt, 24%, 0%, -0.3, -0.3
> COc1ccc(OC)c2sc(N3CCN(C(=O)CCS(=O)(=O)c4ccc(F)cc4)CC3)nc12
→ 2%[57.1 µM], 4, -3, -21%, nt, 7%[57.1 µM], 11%, -0.2, 0.0
> N#CCSc1ccc2nc(-c3ccccc3)cn2n1
→ 123%[activator], -2, -5, -22%, -2, 37%[activator], -1%, -0.1, 0.0
> COC(=O)c1ccc(NC(=O)COc2cccc3c2OC(C)(C)C3)cc1
→ -12%, 1, 14, -2%, -25, 1%, 7%, -0.8, -0.4
> O=C(Nc1ccon1)c1cc(-c2ccccc2)nc2ccccc12
→ 1%, -1, -6, -20%, 7, -3%[57.1 µM], 2%, 1.0, 0.2
> COc1ccc(S(=O)(=O)N(CC(=O)N/N=C/c2cccs2)c2cc(C)cc(C)c2)cc1OC
→ -1%, -4, -2, -22%, 2, 6%, -1%, -0.5, 0.4
> COc1ccc(CCNC(=O)c2cnn(-c3ccc(C)c(C)c3)c2NC(=O)c2ccco2)cc1OC
→ 5%, 3, 1, -7%, 2, 19%, -1%, -0.4, 0.4
> COC(=O)c1ccc(N2CCN(C(C)=O)CC2)c(NC(=O)COc2ccccc2C)c1
→ -11%, 1, -1, -8%, -15, -18%, -2%, -0.1, 0.9
> Cc1ccc(CNC(=O)CCc2c(C)nn(-c3ccc(N4CCCC4)nn3)c2C)cc1
→ 5%[57.1 µM], -7, 6, -3%, nt, 15%[57.1 µM], 14%, -0.6, -0.5
> CCCCN(C(=O)NC(=O)Nc1cccc(C)c1C)S(C)(=O)=O
→ 11%, -3, 0, -4%, -2, 26%, 3%, 2.8, 1.7
> CCOc1ccc(S(=O)(=O)Nc2cccc(OC)c2)cc1
→ 4%[57.1 µM], 0, -6, -5%, 5, 14%, 1%, -0.6, 0.4
> Cc1ccc2c(c1)C1CN(C)CCC1N2C(=O)c1ccccc1NS(=O)(=O)c1ccc(F)cc1C (stereo unspecified)
→ -10%, 1, 9, -2%, -5, -6%, 0%, 1.3, 2.5
> CC(C)NS(=O)(=O)c1ccc(Br)c(C(=O)OC(C)C(=O)NC2CCCCC2C)c1 (stereo unspecified)
→ -5%[57.1 µM], -2, -9, -4%, 4, -2%[57.1 µM], -2%, -0.1, -0.1
> Cc1ccc(NC(=O)CN2C(=O)CCc3cc(S(=O)(=O)N4CCCCC4)ccc32)cc1C
→ -3%[57.1 µM], -2, 6, -11%, nt, -3%[57.1 µM], 2%, -0.7, 0.7
> Cn1c2ccccc2c(=O)c2ccc(C#CC3(N)CCCCC3)cc21
→ 74%[activator][57.1 µM], -1, 1, -10%, 18, -13%[57.1 µM], 0%, 0.6, -0.6
> Cc1ccc(C)c2sc(NC(=O)c3nc4ccccc4s3)nc12
→ 10%[57.1 µM], -4, 4, -23%, -15, 17%[57.1 µM], 4%, 0.5, -0.5
> COc1ccc(CCn2c(=N)c(S(=O)(=O)c3ccc(Cl)cc3)cc3c(=O)n4ccccc4nc32)cc1
→ -1%, 1, 4, -4%, 5, 22%, -1%, -0.3, 0.1
> CCc1ccc(NC(=O)NNC(=O)c2ccc3ccccc3c2O)cc1
→ 43%[activator], 6, 3, -24%, -1, 42%[activator], 14%, -0.2, -0.1
> O=C(COC(=O)CC1CC2CCC1C2)NC(=O)NC1CCCC1 (stereo unspecified)
→ 14%[57.1 µM], 7, 0, -13%, -11, 25%[57.1 µM], -12%, 0.6, 0.1
> O=C(COC(=O)c1ccc2c(c1)OCO2)Nc1ccccc1OC(F)F
→ -2%, 4, nt, -5%, nt, 3%, -2%, nt, nt
> CNc1oc(Cc2ccccc2)nc1S(=O)(=O)c1ccccc1
→ -3%, -17, -5, -7%, 3, ?, -1%, -0.1, 0.2
> CCCCCCNc1c([N+](=O)[O-])c(=O)sc2ccccc12
→ 0%[57.1 µM], 1, -9, -19%, 12, 20%[57.1 µM], -2%, 0.0, 0.3
> CN(C)CC(C)(C)CNS(=O)(=O)c1cccc2nsnc12
→ -11%, -3, -2, -15%, 5, -9%, -2%, 0.5, 1.3
> CCOc1ccc(NC(=O)N2CCN(c3nc4ccccc4s3)CC2)cc1
→ -3%, 3, 7, -13%, -20, 3%, -1%, -0.1, -0.4
> Cc1nc(N2CCOCC2)[nH]c(=O)c1CCC(C)C
→ 10%[57.1 µM], -2, 2, -11%, 0, 10%[57.1 µM], 7%, 0.4, 0.4
> COc1ccc(-c2nn(-c3ccccc3)cc2C(=O)NC2CC2)cc1
→ -1%, -3, -7, -13%, 5, 28%, 0%, -0.5, -0.4
> CSc1nsc(NC(=O)CCNC(=O)c2ccc([N+](=O)[O-])cc2)n1
→ 5%[57.1 µM], 1, -2, -20%, -12, 10%[57.1 µM], 5%, -1.0, -0.6
> O=C(N/N=C/C=C/c1cccc([N+](=O)[O-])c1)c1ccncc1
→ -24%[57.1 µM], 3, 3, -18%, 3, 10%[57.1 µM], 3%, -0.3, -0.5
